RECQ1 inh – qHTS Assay for Inhibitors of RecQ-Like Dna Helicase 1 (RECQ1); ATP-dependent DNA helicase Q1 (Homo sapiens), P46063; RECQ1 DNA unwinding, red fluorescence kinetic read; Potency, µM (doses to about 57.3 µM), for inactives: top-dose activity, negative = inhibition, hits mostly inhibitors; 0.54% of 240,000 active;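 note: plate controls were vehicle for no effect and no enzyme for full effect; nearly all actives have a fitted effect of over 30% in size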
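RECQ1T1 50 nM; forked duplex (20 bp + 30-nt ss tails) 200 nM, ATP 2 mM final; pH 8.0, 2 mM MgCl2, 2.5 ug/ml poly(dI-dC); 15 min compound preincubation; discontinuous kinetic read over 2 h at RT.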
KDM4E inh – qHTS Assay for Inhibitors of Human Jumonji Domain Containing 2E (JMJD2E). Lysine-specific demethylase 4E (Homo sapiens), B2RXH2. JMJD2E catalytic domain, FDH-coupled NADH fluorescence (FDH is formaldehyde dehydrogenase). Potency, µM (highest dose often 57.1 µM), for the others: top-dose activity change, negative = inhibition, actives largely listed as inhibitors. 1.6% of 230,000 active; active = well fitted inhibition curve with a large enough effect, not every such curve was filed as active; inconclusive = small, poorly fitted or top-dose-only effect, or another doubt; inactive = no such curve, though single readings can be large or run the other way;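 note: 0% = wells with enzyme and -100% = buffer wells without enzyme; nearly all actives have a fitted effect of over 50% in size; many of its hits are not listed in these tables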
Target sequence (B2RXH2 1-337 limits assumed): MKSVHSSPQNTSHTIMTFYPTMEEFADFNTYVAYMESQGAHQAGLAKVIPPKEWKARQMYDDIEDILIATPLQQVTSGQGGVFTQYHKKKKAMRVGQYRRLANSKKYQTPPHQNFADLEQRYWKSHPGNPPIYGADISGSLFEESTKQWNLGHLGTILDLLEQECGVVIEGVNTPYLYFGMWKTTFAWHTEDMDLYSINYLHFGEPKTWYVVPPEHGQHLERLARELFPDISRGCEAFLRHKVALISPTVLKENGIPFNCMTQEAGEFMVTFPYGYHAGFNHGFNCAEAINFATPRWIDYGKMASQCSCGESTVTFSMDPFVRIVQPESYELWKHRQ
TR SRC2 fluor cs – Total Fluorescence Counterscreen for Inhibitors of the Interaction of Thyroid Hormone Receptor and Steroid Receptor Coregulator 2; TRb/SRC2 Texas Red total fluorescence interference; Potency, µM (highest dose often 106 µM), inactives show at the top dose fluorescence change, negative = quenching; 0.29% of 280,000 active; active = well fitted curve in either direction with a large enough effect; inconclusive = small, poorly fitted or top-dose-only effect
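Flags fluorescent or light-absorbing compounds by total fluorescence, S + 2P, at 555 nm excitation and 632 nm emission. Mixture: 20 nM Texas Red SRC2 peptide, 0.6 uM human TRb LBD, 1 uM T3, 5% DMSO; compound exposure 5 h at ambient temperature.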
GoLoco inh red – qHTS Assay for Inhibitors of RGS12 GoLoco Motif Activity (Red Fluorophore) | Guanine nucleotide-binding protein G(i) subunit alpha-1 (Homo sapiens), P63096 | Gai1:RGS12 GoLoco peptide FP, rhodamine, 10 min | Potency, µM (series often up to 61.6 µM), for the others: at the top dose activity, negative = inhibition, usual class: inhibitors | 0.44% of 230,000 active | AID 880, 2007; active = well fitted inhibition curve with a large enough effect, not every such curve was filed as active; inactive = no such curve, though single readings can be large or run the other way; note: nearly all actives have a fitted effect of over 30% in size; many of its hits are not listed in these tables
Tau FP inhib – qHTS for Inhibitors of Tau Fibril Formation, Fluorescence Polarization. Microtubule-associated protein tau (Homo sapiens), P10636. Potency, µM (titrated, usually from 57.7 µM), for the others: at the highest dose activity, negative = inhibition, actives largely listed as inhibitors. K18 P301L tau heparin fibrillization, Alexa594 FP, 6 h. AID 1468, 2008. 0.39% of 280,000 active; note: nearly all actives have a fitted effect of over 55% in size
Target sequence (P10636 561-689 P618L limits assumed): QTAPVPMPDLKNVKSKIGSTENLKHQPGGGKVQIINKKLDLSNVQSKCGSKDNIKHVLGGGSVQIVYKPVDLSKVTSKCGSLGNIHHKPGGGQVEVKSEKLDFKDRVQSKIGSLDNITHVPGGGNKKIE
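K18 P301L tau (15 uM unlabeled/0.24 uM Alexa 594-labeled, final) + compound + heparin 20 uM final; 100 mM NaOAc pH 7; 6 hr 37 C; ThT 30 uM final added, 1 hr RT; FP ex 555/em 632 nm.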
Tau ThT inhib – qHTS for Inhibitors of Tau Fibril Formation, Thioflavin T Binding; Microtubule-associated protein tau (Homo sapiens), P10636; Potency, µM (titrated, usually from 57.4 µM), inactives show at the highest dose activity, negative = inhibition, actives largely listed as inhibitors; 2.1% of 270,000 active; recombinant tau K18 P301L, heparin-induced fibrillization, ThT fluorescence; note: nearly all actives have a fitted effect of over 55% in size
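Using a mix of unlabeled (15 uM) and Alexa 594-labeled (0.24 uM) tau K18 P301L, heparin-triggered fibrillization over 6 hr at 37 C was scored by ThT fluorescence.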
TRb SRC2 PPI – qHTS for Inhibitors of the Interaction of Thyroid Hormone Receptor and Steroid Receptor Coregulator 2 | Thyroid hormone receptor beta (Homo sapiens), P10828 | 0.065% of 280,000 active | Potency, µM (highest dose often 106 µM), without a hit: at the top dose activity change, negative = inhibition, most hits filed as inhibitors | TRbeta-SRC2 peptide binding, fluorescence polarization; receptor liganded with 1 µM T3;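 note: plate controls were bound peptide for no effect and peptide without receptor for full effect; nearly all actives have a fitted effect of over 50% in size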
Target sequence (P10828 whole entry, looked up): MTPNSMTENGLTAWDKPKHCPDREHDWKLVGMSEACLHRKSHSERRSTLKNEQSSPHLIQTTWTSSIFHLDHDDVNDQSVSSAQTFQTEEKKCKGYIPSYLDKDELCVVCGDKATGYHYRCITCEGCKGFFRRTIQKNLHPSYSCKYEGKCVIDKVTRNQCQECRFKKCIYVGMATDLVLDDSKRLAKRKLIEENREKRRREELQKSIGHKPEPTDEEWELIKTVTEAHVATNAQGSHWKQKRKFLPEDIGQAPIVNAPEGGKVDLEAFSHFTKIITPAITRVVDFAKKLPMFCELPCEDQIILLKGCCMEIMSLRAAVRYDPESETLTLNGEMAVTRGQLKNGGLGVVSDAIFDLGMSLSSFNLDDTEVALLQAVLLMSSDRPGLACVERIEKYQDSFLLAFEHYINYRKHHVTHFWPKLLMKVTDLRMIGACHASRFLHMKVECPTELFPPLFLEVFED
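Read-out is fluorescence polarization (555 nm excitation, 632 nm emission) of a Texas Red SRC2 coactivator peptide; loss of signal reflects blocked binding to human TRb ligand-binding domain in the presence of 1 uM T3.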
L3MBTL1 inh – qHTS Assay for the Inhibitors of L3MBTL1; Lethal(3)malignant brain tumor-like protein 1 (Homo sapiens), Q9Y468; AlphaScreen L3MBTL1–H3K9me1 peptide binding; Potency, µM (series often up to 57.1 µM), inactives show at the top dose activity, negative = inhibition, hits mostly inhibitors; 0.66% of 230,000 active; note: nearly all actives have a fitted effect of over 60% in size
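Read-out is AlphaScreen signal from streptavidin donor and nickel chelate acceptor beads (10 ug/mL final each) bridging L3MBTL1 (50 nM) and biotinylated K9-monomethylated H3(1-15) peptide (75 nM), after 30 min compound exposure at room temperature.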
Numbers without * were called inactive; i = inactive; ? = inconclusive; nt = not tested or not shown; [ ] = remark or other dose. Unless noted, calls come from the whole dose curve; as a rule, active = well fitted curve in the direction sought with a large enough effect; inconclusive = small, poorly fitted or top-dose-only effect, or another doubt; inactive = no such curve, though single readings can be large; an effect the other way counts as inactive or inconclusive. Unless noted, % is set by controls: 0 for no effect and ±100 for the full control effect; potency is the fitted concentration of half-maximal effect.

entry | compound | RECQ1 inh | KDM4E inh | TR SRC2 fluor cs | GoLoco inh red | Tau FP inhib | Tau ThT inhib | TRb SRC2 PPI | L3MBTL1 inh
1 | CC1=C/C(=N\N=C2\NC(=O)C(CC(=O)Nc3ccccc3)S2)CC(C)(C)C1 (centres undefined) | i | 16% | -4% | 12% | -4% | ? | -6% | -3%
2 | CC(Cc1ccccc1)C(=O)NCC1CC1 (centres undefined) | -1% | 9% | -7% | 4% | 0% | -8% | -1% | nt
3 | Cc1ccc(C)c(CN2C(=O)C(O)(c3c(C)[nH]c4ccccc34)c3ccccc32)c1 (centres undefined) | nt | nt | ? | nt | 9% | -22% | -1% | nt
4 | OCCN1CCN(CC(O)COc2ccc(Cl)cc2)CC1 (centres undefined) | -13% | -11% | -2% | 12% | 8% | -4% | -3% | nt
5 | CCC(c1nnnn1C(C)(C)CC)N(CCCO)Cc1cc2cccc(C)c2[nH]c1=O (centres undefined) | -5% | ? | 0% | 6% | 1% | -10% | -8% | 5%
6 | Cc1ccc(-n2nc(C(=O)N(C)c3ccc(C)c(C)c3)c3c4ccccc4n(C)c3c2=O)cc1 | nt | nt | -1% | nt | -6% | -5% | 4% | nt
7 | CN1CC(=O)N(CC(=O)Nc2cc(Cl)cc(Cl)c2)C1=O | ? | 1% | 0% | 11% | 5% | -2% | 0% | 15%
8 | Cn1c2ccccc2c(=O)c2c(O)cccc21 | -1% | -4% | -3% | 6% | 2% | ? | 3% | nt
9 | Cc1ccc(NC(=O)C2CC(=O)N(Cc3ccccc3)C2)cc1S(=O)(=O)N1CCCCCC1 (centres undefined) | -6% | -4% | -3% | nt | ? | ? | -4% | 1%
10 | CN1C(C(=O)c2ccccc2)=C(NC(=O)c2ccccc2Br)c2ccccc2S1(=O)=O | nt | nt | 2% | nt | ? | 2% | -4% | nt
11 | Cc1cc(=O)[nH]c(SCC(=O)Nc2ccnc3ccccc23)n1 | -10% | -7% | -4% | 13% | 3% | -5% | 6% | -1%
12 | CCCn1c(N)c(C(=O)CSc2nc(C)cs2)c(=O)[nH]c1=O | -1% | 0% | -3% | 0% | 1% | -5% | 3% | nt
13 | CCN1CCC(NC(=O)Nc2cccc(C(F)(F)F)c2)CC1 | i | -4% | -1% | 3% | -11% | -5% | -7% | 4%
14 | CCN(CC)S(=O)(=O)c1ccc(C(=O)NCCSc2c(-c3ccccc3)[nH]c3ccccc23)cc1 | nt | nt | -1% | nt | -8% | -10% | -8% | nt
15 | CN(C)c1ccc(-c2nc(NCc3cccnc3)c3ccccc3n2)cc1 | ? | ? | -3% | -8% | -10% | 14µM* | 3% | nt
16 | COc1ccc2c(c1OC)CCC2=O | 13% | ? | -1% | 5% | -2% | 1% | 8% | -7%
17 | Cc1ccc(S(=O)(=O)N2CCC(=O)N([C@H](COCc3cccc(C(F)(F)F)c3)Cc3ccccc3)CC2)cc1 | -12% | nt | -4%[53 µM] | 9% | 10% | -12% | -2%[53 µM] | nt
18 | Clc1cccc(N/N=C/c2ccc(N3CCOCC3)cc2)c1 | ? | -3% | 0% | 6% | 14% | ? | 0% | -14%
19 | COC(=O)c1ccccc1NC(=S)NC(NC(=O)c1ccco1)C(Cl)(Cl)Cl (centres undefined) | -6% | ? | -3% | 5% | ? | -5% | 7% | -4%
20 | CC1CCN(S(=O)(=O)c2ccc(C(=O)Nc3nnc(-c4ccncc4)o3)cc2)CC1 | 8% | ? | -1% | 12% | 2% | 5% | -7% | nt
21 | Cc1nc2c(-c3ccccc3)c(C)nn2c(C)c1CCC(=O)NCc1ccc(F)cc1 | nt | nt | -1% | nt | -11% | 1% | -6% | nt
22 | Cc1ccc(S(=O)(=O)N(CC(=O)Nc2ccc3c(c2)OCO3)c2cc(Cl)cc(Cl)c2)cc1 | nt | nt | 12% | nt | ? | -6% | -2% | nt
23 | CN(C)CCOC(=O)NCC12CC3CC(CC(C3)C1)C2 | 13% | -21% | -7% | 4% | ? | 7% | -20% | 38%[activator]
24 | COC(=O)CCC(=O)NS(=O)(=O)c1ccc(N=NN2CCOCC2)cc1 | -1% | -17% | -1% | -4% | -5% | -6% | 0% | 0%
25 | N#CCCn1cc(C=C(C#N)C#N)c(-c2ccc(-c3ccccc3)cc2)n1 | -2% | 2% | -1%[53 µM] | 2% | -3% | 3% | 2%[53 µM] | 12%
26 | Cc1ccc(N(CC(=O)O)C2SC(=O)NC2=O)cc1 (centres undefined) | -1% | 11% | -4% | -1% | 2% | -7% | -19% | 1%
27 | COc1ccc(NC(=O)c2nnn(CC(=O)Nc3cccc(C)c3C)c2N)c(OC)c1 | nt | nt | -1% | nt | 1% | -8% | -2% | nt
28 | COCc1cc(Sc2ccc(OC)cc2)nc(-c2ccccc2)n1 | -12% | -10% | 0% | -3% | -16% | -10% | 3% | 21%
29 | O=C(NCc1cccc(Cl)c1)c1cccn1-c1nnc(N2CCCC2)s1 | nt | nt | -2% | nt | -2% | 8% | 5% | nt
30 | Cc1c(Cl)cccc1Nc1nn2c(=O)c3ccccc3nc2s1 | nt | nt | -10% | nt | ? | ? | 4% | nt

Brought forward from above: 2 compounds; new compounds follow.
entry | compound | RECQ1 inh | KDM4E inh | TR SRC2 fluor cs | GoLoco inh red | Tau FP inhib | Tau ThT inhib | TRb SRC2 PPI | L3MBTL1 inh
29 | O=C(NCc1cccc(Cl)c1)c1cccn1-c1nnc(N2CCCC2)s1 | nt | nt | -2% | nt | -2% | 8% | 5% | nt
30 | Cc1c(Cl)cccc1Nc1nn2c(=O)c3ccccc3nc2s1 | nt | nt | -10% | nt | ? | ? | 4% | nt
31 | O=C(Nc1nc(-c2ccccn2)cs1)C1CCCC1 | 2% | -11% | 0% | 11% | 0% | -18% | 3% | ?
32 | COc1ccc(C(=O)NNC(=O)c2ccccc2[N+](=O)[O-])cc1Br | -1% | 8% | -4% | 7% | -1% | -12% | 1% | 5%
33 | Cc1nc2n[nH]c(N)c2c2c1COC(C)(C)C2 | -11% | -2% | -4% | 1% | -6% | -7% | 3% | -6%
34 | Cn1c(CO)cnc1SCc1ccc([N+](=O)[O-])cc1 | 0% | ? | -5% | 8% | -2% | -9% | -9% | -5%
35 | CCOC(=O)C1CCCN(c2c(C(=O)c3ccccc3)cnc3ccc(F)cc23)C1 (centres undefined) | nt | nt | -14% | nt | 3% | ? | 1% | nt
36 | NC(=O)NC(=O)COC(=O)c1sc2ccccc2c1Cl | i | -17% | 0% | 14% | -19% | 11% | 1% | -2%
37 | Cc1cccn2c(=O)c(/C=C(\C#N)c3nc4ccccc4n3C)c(Oc3ccc(Br)cc3)nc12 | nt | nt | ? | nt | -5% | ? | -2% | nt
38 | OCCC1CN(Cc2ccc3cc(Cl)ccc3n2)CCN1Cc1ccsc1 (centres undefined) | i | 0% | -6% | 12% | -2% | -12% | -8% | -4%
39 | CCN(c1ccccc1)S(=O)(=O)c1cc(-c2onc(C)c2C)ccc1OC | nt | nt | 1% | nt | -4% | -12% | 2% | nt
40 | Cc1cc(C)cc(N(CC(=O)Nc2cccc(C)c2C)S(=O)(=O)c2c(C)[nH]c(=O)[nH]c2=O)c1 | nt | nt | -6% | nt | -1% | -5% | 2% | nt
41 | CCc1ccccc1NC(=O)c1ccc(F)c(S(=O)(=O)N2CCC(C(N)=O)CC2)c1 | -7% | 2% | -5% | 2% | 5% | -2% | -19% | 2%
42 | O=C(/C=N/O)NCCCN1CCCCCC1 | -1% | -14% | -2% | 10% | -5% | -23% | 0% | nt
43 | C[N+]1(CCOC(=O)C2(c3ccccc3)CCCC2)CCCCC1 | 5% | -17% | -1% | -35% | -6% | -4% | -6% | nt
44 | COCc1[nH][nH]c(=O)c1C=Nc1ccc(F)cc1F | i | -11% | 0% | -9% | ? | -5% | -18% | nt
45 | O=C1Cc2ccccc2N1c1ccccc1 | -10% | 2% | 0% | 5% | -1% | -4% | -13% | -2%
46 | COC(=O)c1ccc(C(NC(=O)OCc2ccccc2)/C(=C/[C@@H](C)C(=O)Nc2ccc(OC)cc2)c2cccnc2)cc1 (some centres undefined) | i | -11% | -6% | 14% | 10% | -11% | 5% | nt
47 | Cc1nc2c(C)c(C)c(C)c(C)c2nc1C | -6% | 0% | -1% | 0% | -4% | -5% | -15% | 7%
48 | Cc1ccc(NC(=O)C2CCC(CNS(=O)(=O)c3ccc4c(c3)CCCC(=O)N4)CC2)c(C)c1 (centres undefined) | nt | nt | 1% | nt | 1% | 3% | -1% | nt
49 | O=C(O)c1c(Cl)c(Cl)c(Cl)c(Cl)c1C(=O)N1CCCCCC1 | 4% | -7% | 0% | -7% | -4% | -7% | 2% | 8%
50 | Cc1ccc(C(=O)NC(NCC2CCCO2)C(Cl)(Cl)Cl)cc1 (centres undefined) | -1% | -5% | 0% | -5% | -4% | -2% | -2% | ?
51 | Cc1nc2ccccc2c2oc(C(=O)NC3CC3)cc12 | -11% | 3% | -1% | -15% | 1% | -12% | 7% | nt

Compound profiles, from the list above. Screens in order: RECQ1 inh | KDM4E inh | TR SRC2 fluor cs | GoLoco inh red | Tau FP inhib | Tau ThT inhib | TRb SRC2 PPI | L3MBTL1 inh
CN(C)CCOC(=O)NCC12CC3CC(CC(C3)C1)C2 in the list: 13% | -21% | -7% | 4% | ? | 7% | -20% | 38%[activator]
CCc1ccccc1NC(=O)c1ccc(F)c(S(=O)(=O)N2CCC(C(N)=O)CC2)c1 in the list: -7% | 2% | -5% | 2% | 5% | -2% | -19% | 2%

Compound activity: PubChem BioAssay, National Center for Advancing Translational Sciences (NCATS)

These rows are one share of the data (hit frequency here may not be typical).
